PPARg SRC1 recr: PPARgamma-driven SRC-1 recruitment agonism; P37231; PPARgamma-SRC-1 coactivator recruitment biochemical assay; activation, % at 8 µM; hit rate 0.41% among 200,000; AID 631; in the data active = activation above about 19%;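 also: 0% = DMSO and 100% = reference agonist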
Target sequence (P37231 whole entry, looked up): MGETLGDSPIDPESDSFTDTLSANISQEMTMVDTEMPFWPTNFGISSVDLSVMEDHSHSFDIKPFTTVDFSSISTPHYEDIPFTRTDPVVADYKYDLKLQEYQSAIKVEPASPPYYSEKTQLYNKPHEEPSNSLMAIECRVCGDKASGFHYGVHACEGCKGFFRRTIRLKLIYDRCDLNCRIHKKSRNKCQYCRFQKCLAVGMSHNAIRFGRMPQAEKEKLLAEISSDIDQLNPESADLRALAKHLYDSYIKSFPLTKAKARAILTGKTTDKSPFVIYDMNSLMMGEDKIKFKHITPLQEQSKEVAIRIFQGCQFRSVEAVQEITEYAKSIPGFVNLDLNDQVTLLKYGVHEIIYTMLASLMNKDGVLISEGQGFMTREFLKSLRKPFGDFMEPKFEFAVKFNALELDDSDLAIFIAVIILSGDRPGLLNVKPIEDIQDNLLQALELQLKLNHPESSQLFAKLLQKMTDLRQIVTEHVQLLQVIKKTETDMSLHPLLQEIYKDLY
G6PDH counter: counter-screen for G6PDH assay hits: L. mesenteroides G6PDH inhibition | Purified L. mesenteroides G6PDH, diaphorase/resazurin coupled fluorescence, 45 min | inhibition, % at 5 µM | hit rate 0.12% among 200,000 | AID 1020; in the data active = inhibition above about 50%
SRC2 TRFRET art: TR-FRET artefact, counter-screen to PPARgamma/SRC-2 agonist assay; active compounds read high; TR-FRET ratio at 8 µM; hit rate 0.4% among 200,000; in the data active = TR-FRET ratio above about 2000; also: inactives centre near 1500
Diaph inh CS: counter-screen for diaphorase-based assays: diaphorase inhibitors and chemical oxidizers | diaphorase resazurin-to-resorufin fluorescence, NADH, 16 min; bacterial (C. kluyveri) enzyme, not human | inhibition, % at 20 µM | hit rate 0.69% among 190,000 | AID 1217;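 active = primary screen inhibition at 20 µM above a set limit, cut at about 50% in these data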;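 also: plate controls were DMSO with full reaction for no effect and wells lacking NADH for full effect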
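Benchmarks: positive control wells lacking NADH, neutral wells with DMSO only. System: bacterial diaphorase enzyme (C. kluyveri). Input: 0.14 U/mL diaphorase, enzyme working solution. Detection: resorufin fluorescence, excitation 544 nm, emission 590 nm. Times: 16-min room-temperature incubation before reading.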
PPARg SRC-2 ag: agonists of SRC-2 recruitment by human PPARgamma; P37231; PPARgamma LBD-SRC-2 recruitment, biochemical; activation, % at 8 µM; hit rate 0.34% among 200,000; in the data active = activation above about 22%;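 also: 0% = vehicle and 100% = reference agonist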
PMI act hi M6P: PMI (human) activation, high substrate; P34949; coupled PMI enzyme assay, resazurin fluorescence, 20 min; active compounds read high; 1 = untreated enzyme, 0 = substrate-free blank; activation factor at 20 µM; hit rate 0.34% among 190,000; AID 1216;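 active = activation factor of 2 or more at 20 µM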
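test system = human PMI in coupled enzyme assay | medium = HEPES-buffered pH 7.4 with magnesium and detergent | also added = 1.0 mM mannose-6-phosphate substrate with 0.22 mM NADP+ | compound = 20 µM single dose | times = 20 min incubation at room temperature | measured by = resorufin fluorescence (Ex 544/Em 590 nm) from resazurin via diaphorase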
ROMK mod: modulates human ROMK potassium channel activity. Tet-inducible ROMK, thallium flux fluorescence; actives lie on both sides. B-score at 10 µM. P48048. hit rate 2% among 130,000;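 active = signal ratio slope over the read window, or its plate-corrected B-score, at least 3 SD from the plate mean, either direction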;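 also: B-score of the F/F0 ratio slope over 7 to 12 s after thallium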
Target sequence (P48048 whole entry, looked up): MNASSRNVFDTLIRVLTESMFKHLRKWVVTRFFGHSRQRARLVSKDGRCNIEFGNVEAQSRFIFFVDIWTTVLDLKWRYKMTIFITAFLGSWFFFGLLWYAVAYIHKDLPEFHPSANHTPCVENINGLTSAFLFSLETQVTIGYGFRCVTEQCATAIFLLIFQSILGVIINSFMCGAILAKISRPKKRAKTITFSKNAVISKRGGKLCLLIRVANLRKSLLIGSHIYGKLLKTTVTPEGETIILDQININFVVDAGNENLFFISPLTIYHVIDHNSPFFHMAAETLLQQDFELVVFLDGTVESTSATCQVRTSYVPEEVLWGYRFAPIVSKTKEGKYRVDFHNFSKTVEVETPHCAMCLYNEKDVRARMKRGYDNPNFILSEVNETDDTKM
PPARg SRC3 recr: promotes SRC-3 coactivator recruitment by human PPARgamma. biochemical PPARgamma/SRC-3 coactivator recruitment assay. activation, % at 8 µM. hit rate 0.26% among 200,000. AID 731; in the data active = activation above about 23%;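 also: 0% = DMSO and 100% = reference agonist; some compounds past the cut are filed as inactive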
PMI act: increases human mannose-6-phosphate isomerase activity. P34949. purified human PMI, coupled resazurin fluorescence, 20 min; active compounds read high; 1 = vehicle control, 0 substrate-free wells. activation factor at 20 µM. hit rate 0.005% among 190,000. AID 1214;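 active = activation factor of 2 or more at 20 µM, relative to plate controls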
S1P3 antagonist: blocks the human S1P3 receptor. Q99500. CHO S1P3 NFAT-BLA reporter, FRET fluorescence, antagonist mode. inhibition, % at 4.98 µM. hit rate 0.27% among 170,000. AID 485;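 active = inhibition above the plate cutoff, the mean inhibition of test wells on that plate plus 3 SD, cut at about 28% in these data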;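 also: cells challenged with S1P at its EC80 of 0.8 µM; blue over green emission ratio from cleaved BLA substrate after 4 h stimulation; 0% = S1P-stimulated wells and 100% = unstimulated DMSO-only wells; some compounds past the cut are filed as inactive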
Diaph act CS: activates diaphorase or chemically reduces, flagging diaphorase assay artifacts; Diaphorase/resazurin coupled assay, resorufin fluorescence, 16 min; active compounds read high; 1 = vehicle wells, 0 = NADH-free wells; activation factor at 20 µM; hit rate 0.005% among 190,000;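 active = diaphorase activity raised at least twofold by the compound at 20 µM; inactive = activation factor below 2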
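Material: bacterial diaphorase enzyme (C. kluyveri); amount: enzyme 0.07 U/mL final; reagent: NADH substrate 0.114 mM plus resazurin dye 0.1 mM, final; doses: single compound dose of 20 µM, 1% DMSO final; timing: 16 min enzyme reaction, ambient temperature; measured by: fluorescence of resorufin, 544 nm excitation, 590 nm emission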
The depositor's hits bear a star; x = not tested or not shown. Compounds as they come; any-hit rate near 3.3%.

SMILES	PPARg SRC1 recr	G6PDH counter	SRC2 TRFRET art	Diaph inh CS	PPARg SRC-2 ag	PMI act hi M6P	ROMK mod	PPARg SRC3 recr	PMI act	S1P3 antagonist	Diaph act CS
CCOC(=O)c1ccccc1-n1c(C)cc(C2N=C(N)Nc3nc4ccccc4n32)c1C (stereo not given)	5	-5	1596	-8	9	1	x	5	0.9	x	1.1
CSc1ncccc1C(=O)OCc1ccc(COC(=O)c2cccnc2SC)cc1	-2	7	1454	5	5	0.9	0.1	-12	0.9	x	1
CNc1ccc(Br)cc(C(=O)/C=C/c2ccc3c(c2)OCO3)c1=O	-2	39	1466	57*	5	1	x	2	0.8	x	0.4
O=C(NCc1cccs1)c1cc(-c2ccccc2)on1	-3	2	1265	15	0	0.9	0.057	3	0.9	0	0.9
O=Cc1cccn1-c1nccc(-c2ccco2)n1	19	7	1722	0	8	1	1.6	0	1	-27	1
COC(=O)c1ccccc1NC1OC(=O)c2ccccc21 (stereo not given)	0	-3	1636	9	-3	0.9	0.41	6	1	-13	0.9
Cc1ccc(NC(=O)c2cccs2)cc1	-2	0	1440	9	0	0.9	x	9	1	x	0.9
CCOc1ccc(C(=O)NCC(=O)OCC(=O)Nc2ccccc2OC)cc1	1	13	1454	7	-2	1	-0.51	3	1	x	0.9
CCOC(=O)c1c(COc2ccccc2)oc2ccc(O)cc12	1	-4	1421	26	4	0.9	x	-1	0.9	-44	0.7
COCC(=O)c1[nH]c2ccccc2c1C	9	-4	1496	9	0	1.1	x	-2	1	-41	0.9
COC(=O)c1ccc(Cl)c(NC(=O)CN(c2ccccc2)S(=O)(=O)c2ccc(OC)cc2)c1	2	-20	1630	21	-3	1	x	-1	0.8	-15	0.8
CCOC(=O)c1cc2c(ccn2C)n1Cc1ccc(Cl)cc1	12	0	1683	15	13	0.5	-1.6	8	0.8	-12	0.9
COc1ccc(Cc2nc(C(=O)Nc3ccc(F)cc3)cs2)cc1	9	2	1454	24	5	0.9	x	12	0.9	x	0.8
CC(=O)CC(C)(C)S(=O)(=O)c1ccc(NC(C)=O)cc1	-4	9	1363	11	-2	1	0.53	10	1	x	0.9
N#C/C(=C(/O)COc1ccc(Br)cc1)c1nnc2n1CCCCC2	-3	2	1609	10	-1	1	2.1	-5	1	-9	0.9
COc1ccc(C2C3CCCCC3(O)CCN2C(=O)c2cccs2)cc1 (stereo not given)	7	4	1715	14	6	0.9	x	6	0.8	-13	0.9
Cc1cc(OCC(=O)Nc2ccncc2)cc(C)c1Br	2	-1	1387	7	11	1	-2.3	4	0.9	x	0.9
Cc1nonc1OCCNCCNc1ccc([N+](=O)[O-])cc1Cl	5	6	1618	-3	2	1	-3	2	1	-12	1
CCc1cccc(CC)c1N1C(=O)c2cc(N3CCOCC3)c([N+](=O)[O-])cc2C1=O	5	7	1699	20	12	0.9	0.32	-2	0.9	-11	0.8
O=C(CSc1n[nH]c(-c2ccncc2)n1)c1cccc([N+](=O)[O-])c1	-10	4	1441	15	-8	1	1.8	0	0.9	-20	0.8
Cc1cnc(NC(=O)CSc2ccc(Cl)cc2)s1	-1	5	1482	17	-5	1	x	15	0.9	x	0.8
CC1C/C(=C/c2cccs2)C(=O)/C(=C/c2cccs2)C1 (stereo not given)	4	-3	1569	17	5	1	2.9*	2	1	8	0.8
Cc1ccccc1Nc1nc(N)nc(CN(C)Cc2ccccc2Cl)n1	3	13	1629	7	4	0.9	-0.11	-1	0.9	-2	0.9
CCOC(=O)c1[nH]cnc1C(=O)Nc1ccccc1	0	9	1509	15	-6	0.9	1.3	-2	1	2	0.9
CC(=O)N1CCN(c2ccccc2NC(=O)COc2ccc(Br)cc2)CC1	8	3	1584	6	-3	1	x	-2	1	x	0.9
CCNC(=O)NC(=O)C(C)OC(=O)c1ccc(SC)cc1OC (stereo not given)	-2	9	1434	-6	-4	1.1	0.13	4	1	5	1.1
CC(=O)c1cnc(N(C)C)s1	-3	5	1412	-6	0	1.1	0.22	2	1	x	1.1
Cc1cc(N)n2nc(C)c(-c3ccc(Cl)cc3)c2n1	-3	17	1371	-10	5	1	-0.028	2	1	0	1.1
O=C(NCCNCc1ccccn1)c1ccco1	-6	9	1519	-1	2	1	0.007	0	1.1	0	1
CC(C)(C)NC(=O)CSc1nncn1-c1ccccc1	5	7	1617	7	4	1.1	x	6	1.1	-2	0.9
COC(=O)c1sc2ccccc2c1-n1cccc1C(=O)C(=O)Nc1ccc(OC)cc1	1	5	1549	13	-10	0.9	x	-10	0.9	x	0.9
CCOC(=O)c1c(C)[nH]c(C(=O)OCC(=O)NC2CCS(=O)(=O)C2)c1C (stereo not given)	2	2	1546	7	0	1	x	0	1	x	0.9
Cc1oc(-c2ccccc2F)nc1CS(=O)(=O)CC(=O)N1CCN(Cc2ccccc2)CC1	6	-17	1717	11	5	1	x	2	1	-32	0.9
CC1CC(C)(C)NC(=S)N1CCCC(=O)N1CCN(c2ccccc2F)CC1 (stereo not given)	11	-16	1431	0	-6	1.1	-0.61	-3	1	-1	1
CCNC(=S)N1CCN(c2ccc([N+](=O)[O-])cc2)CC1	7	9	1540	15	0	0.9	-0.57	0	1	x	0.8
Cc1ccc(C(=O)NCC(=O)OCC(=O)c2ccc3c(c2)NC(=O)CO3)cc1C	3	-6	1539	4	-2	1.1	1.5	-4	1.1	-10	1
CN1CCN(CC(=O)Nc2ccccc2Sc2ccccc2)CC1	2	9	1441	18	-4	1	-0.39	2	0.9	-5	0.8
COc1ccc(-c2nnc(SCc3cccc(C#N)c3)o2)cc1	3	12	1665	6	8	0.9	0.11	-10	0.9	28	0.9
O=C(ON=C1CCN(S(=O)(=O)c2ccccc2)CC1)c1ccc(Cl)cc1	8	3	1512	22	6	0.9	x	9	0.9	x	0.8
Cc1ccc(S(=O)(=O)N/N=C/c2cccc3c2OCCO3)cc1	3	5	1739	13	5	0.9	x	4	0.9	-3	0.9
Cn1c(=O)c2c(nc(NCCO)n2C)n(C)c1=O	0	8	1589	13	6	0.9	x	7	0.9	4	0.9
CN1CCN(c2ccc(NC(=O)c3ccc4c(c3)OCO4)cc2)CC1	2	-1	1555	9	-1	1	x	-2	0.9	-6	0.9
Fc1ccc(-c2nnc(-c3ccc(Cl)cc3Cl)o2)cc1	7	5	1555	3	1	1.1	x	6	1.1	-19	1
CCc1nnc(NC(=O)CSc2nc3c(cc2C#N)CCCC3)s1	3	-14	1643	5	5	1	x	6	1	2	1
CCc1c(C)nc(SCCOc2ccc(OC)cc2)[nH]c1=O	-4	3	1729	12	-2	1	x	3	1	-28	0.9

Random excerpt: two records from the list, in no set order.
SMILES	PPARg SRC1 recr	G6PDH counter	SRC2 TRFRET art	Diaph inh CS	PPARg SRC-2 ag	PMI act hi M6P	ROMK mod	PPARg SRC3 recr	PMI act	S1P3 antagonist	Diaph act CS
Cn1c(=O)c2c(nc(NCCO)n2C)n(C)c1=O	0	8	1589	13	6	0.9	x	7	0.9	4	0.9
COC(=O)c1sc2ccccc2c1-n1cccc1C(=O)C(=O)Nc1ccc(OC)cc1	1	5	1549	13	-10	0.9	x	-10	0.9	x	0.9

Other entries follow.
SMILES	PPARg SRC1 recr	G6PDH counter	SRC2 TRFRET art	Diaph inh CS	PPARg SRC-2 ag	PMI act hi M6P	ROMK mod	PPARg SRC3 recr	PMI act	S1P3 antagonist	Diaph act CS
CC(=O)c1cnn(-c2cc(Oc3ccccc3C)ncn2)c1C	3	2	1422	-2	7	1	0.44	7	1	x	1
CCOC(=O)CC1CCCCN1Cc1cn(C)nc1-c1ccc2c(c1)OCCO2 (stereo not given)	-4	7	1552	17	-2	1	0.13	-2	0.9	10	0.8
Cc1ccc(OC(=O)CCN2C(=O)c3ccccc3C2=O)cc1C	-1	1	1475	11	2	1	0.42	4	0.9	7	0.9
O=C(NNC(=S)Nc1ccccc1)c1cc(-c2cccnc2)nc2ccccc12	10	-10	1579	11	8	1.1	-0.85	5	1	-13	0.9
COc1ccc(Cn2c(C)c(C)c(C#N)c2NC(=O)Nc2ccccc2)cc1	10	6	1656	18	-2	0.8	x	6	0.9	x	0.8
FC(F)c1nnc2ccc(Cl)nn12	9	-3	1537	5	3	1	0.097	4	1	-8	1
CCC(C)C(NC(=O)c1ccccc1NC(=O)c1ccco1)C(=O)NC1CCCCC1 (stereo not given)	4	-2	1824	8	3	0.9	-1	5	1	9	0.9
COCCn1c(=S)[nH]c2cc(C(=O)NCC3CCCO3)ccc2c1=O (stereo not given)	-2	-8	1408	4	-4	1	x	-9	0.9	x	1
NS(=O)(=O)c1ccc(CNC(=O)CCC2CCCCC2)cc1	-1	6	1510	9	9	1	-1	0	0.9	x	0.9
COc1ccccc1Nc1c([N+](=O)[O-])cncc1[N+](=O)[O-]	3	14	1762	-12	1	1	0.11	4	0.9	-2	1.1
CC(=O)Nc1sc2c(c1C(N)=O)CCC2	2	4	1620	8	4	0.9	2.5*	0	0.9	x	0.9
C=CCn1c(Cc2ccc(OC)cc2)nnc1SCc1nc2ccccc2c(=O)[nH]1	7	-7	1638	5	7	1	x	-5	1	11	0.9
COCCNC(=O)c1cn(C)c2ccc(S(=O)(=O)N(C)C3CCCCC3)cc2c1=O	-4	-1	1625	14	0	0.9	x	0	1	-11	0.9
O=C(Nc1cccc(Oc2c(F)c(F)c(F)c(F)c2F)c1)N1C[C@@H]2C[C@@H](C1)c1cccc(=O)n1C2	-4	2	1503	26	-4	0.9	x	-4	0.9	1	0.7
Cc1cccc(Nc2nnc(SCC(=O)NC3CCCc4ccccc43)s2)c1 (stereo not given)	6	14	1572	14	-1	0.9	-0.3	0	0.8	-10	0.9
CC(C)(C)c1nc(NC(=O)Nc2ccccc2)sc1Br	-2	3	1422	14	-1	0.9	0.17	-2	1	13	0.9
CCCCN(C)C(=S)Nc1ccc2nc3n(c(=O)c2c1)CCCCC3	7	6	1904	14	-3	0.9	-0.029	6	0.9	20	0.9
CCOc1ccc(OCCSc2nc3ccccc3[nH]2)cc1	0	3	1614	-2	0	1	-2.2	13	0.9	x	1
COc1ccc(OC)c(S(=O)(=O)n2nc(-c3ccccc3)cc2N)c1	-2	-4	1403	14	-1	0.9	x	7	0.9	-6	0.9
O=[N+]([O-])c1ccc(N2CCN(c3nc(-c4ccc(Cl)cc4)cs3)CC2)cc1	-4	-4	1646	4	2	1	-0.037	-9	1	x	1

In the list so far, these contain a tert-butyl group:
SMILES	PPARg SRC1 recr	G6PDH counter	SRC2 TRFRET art	Diaph inh CS	PPARg SRC-2 ag	PMI act hi M6P	ROMK mod	PPARg SRC3 recr	PMI act	S1P3 antagonist	Diaph act CS
CC(C)(C)NC(=O)CSc1nncn1-c1ccccc1	5	7	1617	7	4	1.1	x	6	1.1	-2	0.9
CC(C)(C)c1nc(NC(=O)Nc2ccccc2)sc1Br	-2	3	1422	14	-1	0.9	0.17	-2	1	13	0.9
